Assay outcomes from PubChem.
Mdm2-MdmX inh – inhibitors of human Mdm2/MdmX interaction; O15151+Q00987; SaOS-2 split-luciferase Mdm2/MdmX complementation, luminescence; inhibition, % at 8 µM; hit rate 3% among 330,000; AID 485346;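 active = inhibition of at least 50% at 8 µM in the primary screen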
Target sequence (O15151 whole entry, looked up): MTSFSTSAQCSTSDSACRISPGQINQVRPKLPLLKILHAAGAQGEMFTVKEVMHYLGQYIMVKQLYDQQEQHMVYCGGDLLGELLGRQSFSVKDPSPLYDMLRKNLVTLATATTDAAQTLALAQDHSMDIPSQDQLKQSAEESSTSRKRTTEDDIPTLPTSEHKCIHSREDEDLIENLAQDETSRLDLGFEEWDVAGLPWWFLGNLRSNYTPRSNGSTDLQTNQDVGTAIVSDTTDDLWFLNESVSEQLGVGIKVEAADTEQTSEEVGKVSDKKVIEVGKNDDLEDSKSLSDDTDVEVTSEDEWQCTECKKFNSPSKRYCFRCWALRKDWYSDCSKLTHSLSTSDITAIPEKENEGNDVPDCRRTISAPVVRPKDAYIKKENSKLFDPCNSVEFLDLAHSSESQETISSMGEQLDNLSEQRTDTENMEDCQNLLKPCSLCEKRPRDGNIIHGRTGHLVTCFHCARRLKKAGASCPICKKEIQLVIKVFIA
Target sequence (Q00987 whole entry, looked up): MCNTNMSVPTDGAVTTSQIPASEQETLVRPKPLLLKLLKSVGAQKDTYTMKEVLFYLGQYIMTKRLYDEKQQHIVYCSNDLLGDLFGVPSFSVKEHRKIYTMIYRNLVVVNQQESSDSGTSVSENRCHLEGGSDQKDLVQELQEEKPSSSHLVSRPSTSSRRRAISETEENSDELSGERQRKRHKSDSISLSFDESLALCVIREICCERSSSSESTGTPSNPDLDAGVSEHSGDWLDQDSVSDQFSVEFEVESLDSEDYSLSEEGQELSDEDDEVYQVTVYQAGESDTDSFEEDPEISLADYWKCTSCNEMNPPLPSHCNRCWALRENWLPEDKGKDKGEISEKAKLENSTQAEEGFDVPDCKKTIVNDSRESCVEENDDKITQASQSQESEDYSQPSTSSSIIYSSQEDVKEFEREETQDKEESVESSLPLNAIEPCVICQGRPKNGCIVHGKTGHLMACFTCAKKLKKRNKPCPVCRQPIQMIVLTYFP
CHOP UPR activ – apoptotic UPR (CHOP) activation. CHO-CHOP luciferase reporter, luminescence; percent of tunicamycin response over DMSO baseline. activation, % at 10 µM. hit rate 0.34% among 330,000. AID 449763;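 active = at 10 µM dose, activation of 40% or more, normalized to positive control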;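 also: 100% = tunicamycin at 10 µg/mL and 0% = DMSO alone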
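Assay system: CHO-CHOP cells, stable luciferase reporter of PERK-eIF2a-CHOP signalling / Buffer or medium: F12 plus 10% serum / Compound dosing: one dose, 10 µM in 0.5% DMSO / Times: 6 h compound treatment, 37 °C / Technique: luciferase luminescence / Read-out: % reporter activation, DMSO baseline versus tunicamycin full activation / Benchmarks: tunicamycin and DMSO controls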
APJ ag – agonists of human APJ apelin receptor; CHO-K1 APJ PathHunter beta-arrestin, luminescence; 0% DMSO wells, 100% apelin; activation, % at 20 µM; hit rate 0.11% among 330,000;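 active = activation more than six SD over the plate average, tested at 20 µM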;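 also: 0% = DMSO alone and 100% = apelin-13 at 10 nM; some results filed as inactive read as strong as hits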
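Incubation: overnight seeding, 90 min compound at 25 °C, 1 h detection; test system: PathHunter CHO-K1 APJ (AGTRL-1) beta-arrestin reporter cells; amount: 1000 cells/well; doses: one dose, 20 µM compound, 1% DMSO; measured by: beta-gal luminescence; measure: agonist-driven arrestin binding to APJ; benchmarks: negative DMSO alone, positive Apelin-13 at 10 nM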
EBI2 antag – blocks human EBI2 receptor beta-arrestin signaling; AID 651636; P32249; EBI2 beta-arrestin recruitment, luminescence, 7a,25-OHC stimulated; hit rate 0.81% among 360,000; inhibition, % at 5 µM; in the data active = inhibition above about 38%;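 also: enzyme fragment complementation signal reports receptor beta-arrestin coupling in cells; 0% = agonist plus DMSO wells and 100% = wells without agonist; some results beyond the cut were filed as inactive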
tim23-1 inh – inhibits growth of tim23-1 mutant yeast | AID 463212 | S. cerevisiae tim23-1 growth, BacTiter-Glo luminescence, 24 h | hit rate 1.3% among 330,000 | inhibition, % at 20 µM;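 active = growth inhibition of the mutant yeast at or above 50%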;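 also: temperature-sensitive mutant grown at 25 °C; plate controls were DMSO-treated mutant yeast for no effect and medium wells lacking yeast for full effect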
XBP1 UPR activ – adaptive UPR (XBP1) activation; CHO-XBP1 luciferase reporter, IRE1-XBP1 UPR activation, luminescence; percent of tunicamycin response, DMSO as zero; activation, % at 20 µM; hit rate 0.33% among 330,000; AID 463104;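 active = versus positive control, 20 µM dose yields 30% or more activation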;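 also: 100% = tunicamycin at 10 µg/mL and 0% = DMSO only wells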
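Assay system: IRE1-XBP1 luciferase reporter CHO line. Input: 1000 cells/well. Buffer or medium: F12 with 10% serum. Doses: 20 µM, 1% DMSO. Times: overnight seeding at 37 °C, 6 h compound treatment at 37 °C. Technique: Steady-Glo luciferase glow luminescence, 10 min after reagent addition.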
CCR6 antag – CCR6 (human) receptor antagonism. P51684. inhibition, % at 20 µM. CHO-K1 CCR6 PathHunter beta-arrestin, luminescence, CCL20-stimulated. hit rate 0.49% among 340,000;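 active = compounds whose inhibition of the agonist-driven luminescence signal at 20 µM reaches about 50%, limit read from the data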;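 also: cells stimulated with CCL20 at 14 nM final; plate controls were DMSO with CCL20 for no effect and DMSO without agonist for full effect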
APJ antagonist – APJ receptor antagonism; P35414; CHO-K1 APJ beta-arrestin complementation, luminescence; inhibition, % at 20 µM; hit rate 0.32% among 330,000; AID 2521;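 active = inhibition above about 40% at 20 µM, limit read from the data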;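 also: cells challenged with 10 nM apelin-13 agonist together with compound; plate controls were apelin-13 plus DMSO wells for no effect and DMSO wells lacking apelin-13 for full effect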
CXCR6 inh – inhibitors of human CXCR6 receptor; hit rate 0.36% among 360,000; inhibition, % at 20 µM; CHO-K1 PathHunter CXCR6 beta-arrestin, luminescence; AID 602244; in the data active = inhibition above about 34%, passing the limit was not always enough;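 also: antagonist mode with CXCL16 agonist at 10 nM final; 0% = 10 nM CXCL16 with DMSO and 100% = unstimulated wells without agonist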
Active calls of the source: *; / = no result given. Some of the compounds tested; count on the stated rates, not on these rows.

item	mol	Mdm2-MdmX inh	CHOP UPR activ	APJ ag	EBI2 antag	tim23-1 inh	XBP1 UPR activ	CCR6 antag	APJ antagonist	CXCR6 inh
1	Cc1ccc(-c2csc(C(C#N)=C3CCCC3)n2)cc1	-102	1.1	-1	42	4	5	3	5	5
2	COc1ccc(N2CC(C(=O)Nc3nnc(SCC(=O)N4CCCC4)s3)CC2=O)cc1 (stereo unspecified)	1	0.5	-5	3	-15	-4	0	-1	-14
3	CCN(C(=O)COC(=O)CSc1ccc(F)cc1)c1c(N)n(Cc2ccccc2)c(=O)[nH]c1=O	10	-0.3	-3	-11	-14	0	3	13	3
4	COc1ccc(-c2noc(N3CCC(C(=O)Nc4ccc(OC)cc4OC)CC3)n2)cc1	11	1.6	-5	-2	4	-3	5	4	7
5	O=C1C2C3C=CC(C3)C2C(=O)N1Nc1ccccc1 (stereo unspecified)	0	-0.8	-2	2	2	-2	-10	6	-2
6	CC(C)c1ccc(NC2CCCN(C(=O)c3ccnn3C)C2)cc1 (stereo unspecified)	19	0.6	6	4	6	-3	-7	6	1
7	O=C(CCOc1ccccc1F)N1CCN(c2ccccc2O)CC1	-22	4.5	0	8	5	-2	-3	7	-2
8	O=C(N[C@@H](Cc1ccccc1)C(=O)NCc1ccc(F)cc1)C1CCNCC1	8	-1.3	-3	-8	-8	-6	4	12	-11
9	O=c1c2ccccc2nc(N2CCN(c3ccccc3)CC2)n1Cc1ccccc1	29	-2.4	-6	7	30	-4	14	17	10
10	Cc1cc(C)c(NC(=O)Cn2nnc(C(=O)NCc3ccco3)c2N)c(C)c1	32	-0.6	-2	-8	-13	-1	6	-1	3
11	CCCCN(N=Nc1nonc1OC)c1nonc1OC	1	-3.4	-3	15	8	-1	18	26	5
12	O=C(Nc1cccc(F)c1)C1CCN(C(=O)Cc2ccccc2)CC1	16	-0.4	-3	3	13	-4	11	-20	2
13	O=C(CSc1nnc(-c2ccoc2)o1)N1CCOCC1	8	4.3	0	1	4	0	-1	4	2
14	Cc1nn(-c2ccccc2)c(Cl)c1/C=N/O	3	-1.5	-3	-11	16	3	7	3	-6
15	CC(=O)c1ccc(NC(=O)C(C)OC(=O)c2cccc(-n3cnnn3)c2)cc1 (stereo unspecified)	17	0.2	-3	4	-16	-2	23	-7	-2
16	O=C1CC(C(=O)NC2CCCCC2)C(c2ccccc2)O1 (stereo unspecified)	14	-1.3	-2	8	8	-1	17	15	-2
17	CS(=O)(=O)c1ccc2nc(NC(=O)CN3CCCCCC3)sc2c1	13	-0.7	0	-4	3	2	-8	2	-1
18	CC(=O)c1c(C)[nH]c(C(=O)COC(=O)C2CC2)c1C	-13	0.5	-5	3	2	1	6	4	6
19	CCCC(=O)NC(=S)Nc1cccc(Cl)c1N1CCCCC1	31	1.2	-3	-1	42	7	11	-12	-4
20	CC(C)NC(=O)C1CCN(C2CCN(Cc3nc4ccccc4s3)CC2)CC1	16	0.0	-3	-6	1	-1	3	-4	-2
21	Brc1ccc(NCc2nnc3n2CCCCC3)cc1	18	0.7	4	34	-6	7	0	17	-3
22	CCCC1(c2ccccc2)NC(=O)N(CC(=O)NCC2COc3ccccc3O2)C1=O (stereo unspecified)	6	1.8	-6	-6	-8	-4	1	-4	6
23	CCn1cc(CN2CCC(n3nccc3NC(=O)CCc3ccccc3)CC2)cn1	21	1.3	6	-1	-8	-1	-5	2	2
24	CN=C1S/C(=C/c2cn(CC(=O)OC)c3ccccc23)C(=O)N1C	3	-0.1	1	3	11	2	21	5	10
25	COc1ccc(S(=O)(=O)N2CCCC2)cc1C(=O)N1CCCCC1	1	1.3	-4	1	11	-9	14	15	0
26	CN(CCc1ccccn1)C(=O)CCc1nnc(CCCc2ccccc2)o1	-42	2.2	-4	-1	2	-4	13	9	-4
27	Clc1ccc(-c2nnc(SCc3nc(-c4ccccc4)no3)o2)cc1	4	-1.8	2	-3	-7	-1	13	6	-10
28	O=C(CCn1nnnc1CN1CCOCC1)N1CCC(c2ccccc2F)C1 (stereo unspecified)	11	-3.0	2	-2	4	-1	11	9	-4
29	COCC1CCN(Cc2cn(Cc3ccccc3)nc2-c2cc3ccccc3o2)CC1	34	-1.5	-1	6	6	0	7	5	1
30	O=C(c1ccc(OCc2cn3ccccc3n2)cc1)N1CCN(S(=O)(=O)c2ccccc2F)CC1	28	1.3	0	-1	23	1	3	6	-7

Single records, from the list above. Screens in order: Mdm2-MdmX inh | CHOP UPR activ | APJ ag | EBI2 antag | tim23-1 inh | XBP1 UPR activ | CCR6 antag | APJ antagonist | CXCR6 inh
Entry for CC(C)NC(=O)C1CCN(C2CCN(Cc3nc4ccccc4s3)CC2)CC1 → 16 | 0.0 | -3 | -6 | 1 | -1 | 3 | -4 | -2
Entry for CN(CCc1ccccn1)C(=O)CCc1nnc(CCCc2ccccc2)o1 → -42 | 2.2 | -4 | -1 | 2 | -4 | 13 | 9 | -4

The list goes on:
Results follow in this order: Mdm2-MdmX inh, CHOP UPR activ, APJ ag, EBI2 antag, tim23-1 inh, XBP1 UPR activ, CCR6 antag, APJ antagonist, CXCR6 inh
[31] COc1ccc(NC(=O)c2ccc(COCC(F)(F)C(F)F)cc2)cc1OC
  0, 1.1, -2, 5, 16, -2, 16, 0, 1
[32] CCOC(=O)C1CCN(Cc2cccc(Oc3ccccc3)c2)CC1
  -9, 2.0, 3, -2, 15, 0, 2, 8, 6
[33] COc1ccc(-n2nc(C(=O)NCC(=O)NCCCN3CCN(C)CC3)c3ccccc3c2=O)cc1
  -8, 1.8, -2, -6, -1, -2, 1, 15, -1
[34] S=C1NCCOCCOCCNC(=S)N2CCOCCOCCN1CCOCCOCC2
  -23, 1.5, -1, 10, -12, 1, -4, -6, -10
[35] Cc1ccc(-c2nc(C#N)c(NCc3ccco3)o2)cc1
  -69, 4.0, -7, 4, 5, 3, 12, 6, -4
[36] CNC(=S)N/N=C/c1cn(CCOc2ccccc2OC)c2ccccc12
  40, 3.1, -4, 4, 35, 0, 5, -14, 6
[37] COc1ccccc1Nc1nnc(SCc2nnc(-c3cc(OC)c(OC)c(OC)c3)o2)s1
  11, -0.2, -4, 0, 8, 2, -13, -10, -14
[38] CCN(C(=O)COC(=O)/C=C/c1c(C)nn(-c2ccccc2)c1C)C1CCS(=O)(=O)C1 (stereo unspecified)
  15, 1.7, -3, -7, 11, 0, 1, 5, 5
[39] CC(C)c1ccc(C(=O)Nc2ccc(N3CCOCC3)cc2)cc1
  7, 1.2, -2, 5, 5, -3, -1, -13, 2
[40] CCOC(=O)/C=C1\CC(C(=O)OCC)Oc2ccccc21 (stereo unspecified)
  7, 2.3, /, -7, 22, 8, 12, /, 2
[41] C#CCOC(=O)Nc1ccc(OCC(F)(F)F)nc1
  11, 0.5, -3, -7, 17, 2, 2, -1, 4
[42] O=C(O)CSc1cccc[n+]1[O-]
  -10, 0.9, -1, -6, -6, 1, 1, 16, 2
[43] COc1ccc(/C=C2\SC(=O)N(CCNC(=O)Cn3cnnn3)C2=O)cc1
  -64, 4.3, -2, 2, -167, -2, 2, 13, 8
[44] Cc1ccc(S(=O)(=O)NC(C)(C)CSc2nncn2N)cc1
  17, -2.4, -3, 1, -9, -1, -13, 1, -4
[45] COC(=O)c1cc(OC)c(OC)cc1NC(=O)c1ccc(OC)c(OC)c1
  -23, 0.0, 1, 2, -17, 2, 7, -12, -12
[46] Cc1nn(-c2ccccc2)c(C)c1C(=O)OC/C(O)=C(\C#N)c1nc2ccccc2[nH]1
  29, -0.8, -2, -2, 13, -1, 11, 8, -4
[47] COc1ccc(NS(=O)(=O)c2ccc3oc(SC4CCOC4=O)nc3c2)cc1 (stereo unspecified)
  25, -0.5, 2, -2, 13, -3, -10, -8, 0
[48] CCN(CC)CCn1c(NCc2ccccn2)nc2ccccc21
  3, -3.1, -3, -7, 2, 0, 11, 2, -5
[49] O=C(CCN1C(=O)/C(=C\c2ccccc2)SC1=S)NCCCN1CCOCC1
  11, -1.2, 0, -7, 12, -2, 11, -12, -4
[50] COc1ccc(Nc2nc(N)nc(CN3CCC(Cc4ccccc4)CC3)n2)cc1
  37, -1.2, -2, -7, -4, 0, 15, 3, -4
[51] Brc1ccc(C=Nc2ccc3c(c2)OCCOCCOCCO3)s1
  2, -0.9, 3, -6, -6, -3, -9, 14, -6
[52] O=C(c1ccccc1)c1sc(N2CCCCCC2)nc1-c1ccccc1
  7, 0.8, -5, 8, 36, -1, 28, 15, 15
[53] O=C(COC(=O)c1ccc2ccccc2n1)c1ccccc1
  -25, 2.0, -4, -12, 17, -2, 2, 0, -7
[54] CC(C)NC(=O)N(C)C[C@H]1Oc2ccc(NC(=O)c3ccncc3)cc2C(=O)N([C@H](C)CO)C[C@@H]1C
  7, -1.5, 0, -7, -14, 2, 11, 3, -10
[55] COc1ccccc1OCCn1cc(C#N)c2ccccc21
  -9, -3.9, -4, 13, -66, -1, 6, -12, -5
[56] COc1ccccc1C(=O)N1CCN(CCNC(=O)C(=O)Nc2ccc(Br)c(C)c2)CC1
  20, 1.2, 3, 7, 7, -4, 1, 16, 7
[57] CCOc1ccc(N2CC(C(=O)Nc3cc(OCC)c(N4CCOCC4)cc3OCC)CC2=O)cc1 (stereo unspecified)
  22, -0.8, -2, 4, 2, -2, 5, 12, -2
[58] CNC(=S)NNC(=O)c1ccc(N(C)C)cc1
  -6, 1.3, -2, -8, 2, 4, 9, 5, -8
[59] Cc1ccccc1OCCNC(=O)c1ccco1
  -7, 4.5, -1, -1, 10, -1, 13, -5, -3

A run of entries from the list above:
Results follow in this order: Mdm2-MdmX inh, CHOP UPR activ, APJ ag, EBI2 antag, tim23-1 inh, XBP1 UPR activ, CCR6 antag, APJ antagonist, CXCR6 inh
[1] Cc1ccc(-c2csc(C(C#N)=C3CCCC3)n2)cc1
  -102, 1.1, -1, 42, 4, 5, 3, 5, 5
[2] COc1ccc(N2CC(C(=O)Nc3nnc(SCC(=O)N4CCCC4)s3)CC2=O)cc1 (stereo unspecified)
  1, 0.5, -5, 3, -15, -4, 0, -1, -14
[3] CCN(C(=O)COC(=O)CSc1ccc(F)cc1)c1c(N)n(Cc2ccccc2)c(=O)[nH]c1=O
  10, -0.3, -3, -11, -14, 0, 3, 13, 3
[4] COc1ccc(-c2noc(N3CCC(C(=O)Nc4ccc(OC)cc4OC)CC3)n2)cc1
  11, 1.6, -5, -2, 4, -3, 5, 4, 7
